F-actin modifier – alters cytoskeleton assembly in HUVEC cells. HUVEC TNFa F-actin phalloidin imaging, high content. inhibition, % at 2 µM. hit rate 0.18% among 91,000;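 active = inhibition above the batch mean plus 3 SD and confirmed as a hit by visual image inspection, cut at about 30% in these data, passing the limit was not always enough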; note: strong numbers were not always called active
HUVEC tox IL1B – HUVEC cytotoxicity counter-screen, IL-1B stimulated; HUVEC cell count loss, Hoechst imaging; cell count reduction, % at 2 µM; hit rate 0.41% among 94,000;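 active = cell count reduction more than 3 SD above the screen-wide mean, cut at about 70% in these data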;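 note: normalized per plate to untreated control cells as the no-loss baseline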
VCAM1 TNFa inh – reduces TNF alpha induced VCAM1 expression in HUVEC; HUVEC TNFa-induced VCAM-1 immunofluorescence, high-content imaging; inhibition, % at 2 µM; hit rate 0.48% among 95,000; AID 802;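 active = inhibition above the batch mean plus 3 SD, with images confirmed as a hit by eye, cut at about 37% in these data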;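 note: 0% = TNF-stimulated DMSO wells and 100% = unstimulated control wells; not every result past the cut was called active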
Plk1 PBD FP – blocks phosphopeptide binding to human Plk1 polo box domain; Plk1 PBD phosphopeptide binding, fluorescence polarization; inhibition, %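 (tested at about 20 µM)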; hit rate 0.13% among 97,000; AID 693; in the data active = inhibition above about 34%, passing the limit was not always enough
Target sequence (P53350 whole entry, looked up, the tested form may be a part): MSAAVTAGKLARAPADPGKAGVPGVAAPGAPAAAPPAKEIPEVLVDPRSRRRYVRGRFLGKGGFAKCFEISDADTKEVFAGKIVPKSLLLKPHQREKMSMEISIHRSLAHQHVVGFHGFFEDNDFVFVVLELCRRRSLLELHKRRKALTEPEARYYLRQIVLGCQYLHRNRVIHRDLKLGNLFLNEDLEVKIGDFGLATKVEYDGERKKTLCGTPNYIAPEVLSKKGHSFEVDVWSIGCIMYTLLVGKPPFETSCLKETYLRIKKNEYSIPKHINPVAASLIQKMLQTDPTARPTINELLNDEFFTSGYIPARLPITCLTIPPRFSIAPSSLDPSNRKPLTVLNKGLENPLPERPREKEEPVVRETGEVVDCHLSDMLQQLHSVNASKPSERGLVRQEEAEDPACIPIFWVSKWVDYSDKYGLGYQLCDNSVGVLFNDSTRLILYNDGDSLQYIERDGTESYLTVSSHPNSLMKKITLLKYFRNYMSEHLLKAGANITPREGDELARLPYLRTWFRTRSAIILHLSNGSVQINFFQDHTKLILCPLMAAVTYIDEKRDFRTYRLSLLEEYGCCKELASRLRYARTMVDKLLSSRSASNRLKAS
DAT uptake mod – changed human dopamine transporter uptake under cocaine IC80 | Q01959 | LLC-PK1 hDAT cells, [14C]-dopamine uptake with cocaine IC80; actives deviate in either direction | B-score at 10 µM | hit rate 1.3% among 110,000;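 active = Z score or B-score, a plate-position-corrected score, falls beyond the plate's 99.7% confidence bounds, in either direction; inactive = both scores lie inside the 99.7% bounds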;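 note: scored against the spread of the other compound wells on the same plate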
HUVEC tox TNFa – toxic to HUVEC cells under TNF alpha stimulation; cell count reduction, % at 2 µM; HUVEC TNFalpha-stimulated, Hoechst cell count, imaging; hit rate 0.17% among 93,000;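 active = cell count reduction exceeding the screen mean by over 5 SD, scaled to untreated wells per plate, cut at about 78% in these data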;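 note: cells counted after 24 h of TNF alpha exposure following the 1 h pretreatment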
PLK1 kinase inh – PLK1 (human) kinase inhibition. P53350. recombinant PLK1 kinase, TR-FRET peptide phosphorylation. inhibition, % at 10 µM. hit rate 0.53% among 97,000. AID 619;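 active = inhibition of 50% or more in the single-concentration screen; inactive = inhibition below 50%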;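 note: 0% = DMSO max control and 100% = H-89 dihydrochloride min control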
Ecoli WT expand – growth inhibitors of E. coli BW25113 wild type; OD600 absorbance; growth inhibition, % at 100 µM; hit rate 0.15% among 98,000;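 active = growth inhibition above about 50% at one test dose, limit read from the data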;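 note: growth measured after 20 h incubation at 37 °C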
sEH inhibitor – blocks human soluble epoxide hydrolase activity; recombinant human sEH enzymatic activity assay; inhibition, % at 2 µM; AID 707; hit rate 0.34% among 91,000; in the data active = inhibition above about 80%; note: values of inactives mirror those of a sister screen read the other way; many of its hits are not listed in these tables
* = called active by the depositor; x = not tested or not shown.

structure | F-actin modifier | HUVEC tox IL1B | VCAM1 TNFa inh | Plk1 PBD FP | DAT uptake mod | HUVEC tox TNFa | PLK1 kinase inh | Ecoli WT expand | sEH inhibitor
O=C(c1ccc(Oc2ccc(C(F)(F)F)cn2)cc1)N1CCN(c2ccccc2)CC1 | -23 | -4 | 8 | -9 | 1.6 | -3 | -5 | 1 | -6
COC(=O)CNC(=O)c1ccc(C)s1 | 9 | 19 | 20 | 13 | -0.88 | 9 | -13 | -5 | -2
CCOC(=O)c1sc2ncn(CC(=O)N(CC)CC)c(=O)c2c1C | -13 | 7 | 8 | -39 | 0.84 | -28 | 3 | 1 | -15
Cc1sc2nc(SC(C)C)nc(N)c2c1C | -4 | -2 | -32 | -4 | 1.1 | -12 | 2 | -12 | 10
Cc1ccc(C2=N/C(=C/c3cccs3)C(=O)N2Nc2ccccc2)cc1 | 5 | 1 | 2 | -9 | 1.6 | -18 | -7 | -6 | -6
CNC(=O)Nc1ccccc1NC(=O)NC | 1 | -11 | 14 | 0 | 0.013 | -18 | -12 | -1 | -2
CCCCC(CC)Cn1c(N)c(C#N)c2nc3ccccc3nc21 (stereo unspecified) | 5 | 7 | -7 | 4 | -0.13 | -10 | -12 | -2 | -10
CCn1ncc(Br)c1C(=O)Nc1sc2c(c1C(=O)OC)CCC2 | -5 | 9 | 18 | -1 | -1.2 | 10 | -2 | x | -8
CC(C)n1c(SCC(N)=O)nc2c1c(=O)[nH]c(=O)n2C | 5 | x | 10 | 30 | 0.17 | -36 | -5 | -12 | -19
C#CC(C)(CC)NC(=O)c1cc(OC)c(OC)c(OC)c1 (stereo unspecified) | -8 | -30 | -4 | 7 | -0.23 | 2 | -14 | 0 | -8
CCOC(=O)c1[nH]c(C)c(CN(CCc2ccccc2)S(C)(=O)=O)c1C | -8 | 5 | 20 | 5 | -1.3 | -3 | -4 | -5 | -16
O=C(CCC(=O)OCC(=O)c1ccccc1)NC1CCCCC1 | 17 | 10 | 23 | -11 | -1.2 | -18 | -6 | 1 | 13
O=C(O)C1CCC(=O)N(C2CC2)C1c1ccccc1 (stereo unspecified) | -25 | 7 | -3 | 25 | -1.2 | 0 | -12 | -5 | 0
Cc1ccc(-n2c(C)cc(/C=N/Nc3ccc([N+](=O)[O-])cn3)c2C)cc1 | 17 | 2 | 0 | 2 | x | -11 | -14 | 2 | -4
Cc1noc(C)c1C(=O)Nc1nnc(-c2ccccc2)s1 | -43 | 27 | -14 | 21 | 0.77 | 15 | -14 | -2 | -5
Cc1ccc(C)c(N2CCN(C(=O)CCCCn3c(=O)[nH]c4ccccc4c3=O)CC2)c1 | 1 | -6 | -13 | -17 | -0.061 | -33 | -9 | -9 | -2
CCCCNC(=S)NNC(=O)c1nn(C)cc1Cl | 14 | -6 | 4 | -2 | -0.19 | -19 | -9 | x | 8
Cc1ccc(C(=O)NN(C)c2nc3ccccc3nc2C(F)(F)F)cc1 | -13 | -26 | 4 | -1 | -0.14 | -8 | -11 | -9 | 15
COc1ccc(C(=O)NC2CCSC2=O)cc1 (stereo unspecified) | -11 | -34 | -1 | 2 | -0.82 | -13 | -9 | x | 0
COc1cccc(/C=N/NC(=O)CC2C(=O)NN=C2C)c1O (stereo unspecified) | 0 | -52 | 14 | -4 | 0.45 | -6 | -15 | -3 | 17
CC1CCCN(CCC(=O)Nc2ccc(Br)cc2)C1 (stereo unspecified) | -9 | -37 | -3 | -8 | -1.1 | 3 | -13 | x | 6
CCC(=O)N1CCc2cc(S(=O)(=O)Nc3ccc4c(c3)OCCO4)ccc21 | -14 | -17 | -2 | 13 | -0.71 | 0 | -12 | -4 | 6
O=C(CCn1c(=O)c2ccccc2n(CC(=O)NC2CCCC2)c1=O)NCc1ccco1 | 0 | 2 | 9 | 27 | x | -32 | -18 | 2 | 6
CCN(CC(=O)Nc1cccc(C(C)=O)c1)S(=O)(=O)c1ccc(OC)cc1 | 1 | -16 | 23 | 11 | 0.58 | -14 | -13 | -9 | 1
CC(Sc1nnc2ccccn12)C(=O)N1CCc2ccccc2C1 (stereo unspecified) | 10 | 15 | 4 | -5 | 0.76 | -24 | -10 | 8 | -9
S=c1[nH]nc(-c2cccnc2)n1/N=C/c1cccs1 | -21 | -103 | 16 | 5 | -0.12 | -33 | -6 | 1 | -2
COc1cccc(N2CCN(CC(=O)NCc3cccs3)CC2)c1 | -16 | 32 | -4 | -3 | 0.03 | 10 | -13 | 3 | -8
Cc1ccc2c(CN3CCN(CCO)CC3)cc(=O)oc2c1C | -15 | -12 | 4 | 13 | 0.89 | 6 | -4 | 1 | 23
Cc1ccc(C(=O)CSc2nccn2-c2ccccc2)cc1 | -24 | -5 | 7 | -8 | -0.26 | -3 | -8 | 4 | -22
COc1cccc(NC(=O)Cn2c(-c3cncs3)nc3ccccc32)c1 | -15 | -3 | 8 | -17 | -0.15 | -10 | -5 | -1 | -5
CC(C)COC(=O)n1ccc(C(=O)N2CCCCC2)n1 | 11 | 15 | -5 | -2 | -0.0095 | -43 | -3 | -1 | -3
O=C(CCN1CCCCCC1)c1ccccc1 | 6 | 16 | 3 | -1 | -0.78 | -6 | -9 | x | 0
COc1ccc(CNC(=O)C2=C(C)C(=O)OC23CCC(C)CC3)cc1 (stereo unspecified) | 7 | -22 | 1 | -10 | -2.1 | -15 | -19 | 11 | 33
CC(=O)Nc1ccc(Oc2ccc(-c3noc(C)n3)cc2)cc1 | 8 | -22 | 9 | -21 | -0.63 | -14 | 6 | 8 | 0
C/C=C(\C)CN1CCN(c2ccccc2)CC1 | 13 | -7 | 21 | -6 | 0.34 | 4 | -8 | -4 | 8
COc1ccc(C(=O)Nc2ccccc2C(=O)NCCCn2ccnc2)cc1 | -9 | 4 | 3 | 5 | 0.057 | -1 | -1 | 1 | 11
O=C(CSc1nnc(Cc2ccccc2)n1Cc1ccccc1)NCc1ccco1 | 5 | 4 | 7 | -2 | -0.074 | -16 | -14 | x | 10
N#CC1=C(SCC(N)=O)NC2=C(C(=O)c3ccccc32)C1c1ccc(Cl)cc1 (stereo unspecified) | -10 | -26 | -2 | 16 | 0.34 | 4 | -11 | -1 | 8
c1ccc2c(CNn3cnnc3)cccc2c1 | -10 | 6 | 4 | 10 | -1.6 | 4 | -2 | 4 | 6
COCCNS(=O)(=O)c1ccc(-c2ccc(S(=O)(=O)NCCOC)cc2)cc1 | x | 6 | x | 18 | x | x | 1 | 1 | x
Cc1cc(C)nc(NS(=O)(=O)c2ccc(NC(=O)C3CC(=O)N(c4ccccc4)C3)cc2)n1 (stereo unspecified) | 5 | -8 | -6 | -28 | 0.57 | -30 | -25 | 0 | -10
Cc1ccc2nc(-c3ccc(NC(=S)NC(=O)CC(C)C)cc3)sc2c1 | -2 | 17 | 16 | -5 | -0.48 | 15 | -5 | -10 | -2
O=C(OCC1COc2ccccc2O1)c1ccccc1F (stereo unspecified) | -8 | 28 | 11 | -6 | 0.93 | -8 | -5 | 5 | -5
O=c1[nH]c(-c2cccnc2)nc2ccccc12 | -12 | 22 | 2 | -4 | -0.21 | -14 | -8 | 6 | -1
Cc1ccc(NC(=O)CCN2C(=O)c3ccncc3C2=O)cc1 | -16 | 27 | 7 | -11 | 1.1 | -7 | -13 | -1 | -18
Cc1ccccc1-n1c(=O)c2ccccc2n2nnnc12 | 9 | -36 | -9 | -6 | 0.04 | -41 | -8 | 2 | 7
COc1cc(NC(=S)NC(=O)c2ccc(C)cc2C)ccc1NC(=O)c1cccs1 | 0 | -31 | 5 | -19 | -0.4 | -14 | -8 | -3 | -14
COc1ccc(CCNc2oc(COc3ccccc3Cl)nc2C#N)cc1OC | -14 | -10 | 9 | 11 | 0.46 | -17 | -24 | -19 | -8
N#Cc1nc(-c2ccco2)oc1NCc1ccc(F)cc1 | -18 | -50 | 4 | -23 | 0.71 | -3 | -4 | 0 | 11
COC(=O)Cn1cnc2ccccc2c1=O | -18 | -18 | 6 | -20 | 0.32 | -12 | -7 | 7 | -10
Cc1ccc(Cl)cc1N1CCN(C(CC(C)C)c2nnnn2CC2CCCO2)CC1 (stereo unspecified) | 59 | 7 | 1 | 2 | 0.49 | -10 | -5 | 0 | -2
CCN(C(=O)c1ccc(NC(C)=O)cc1)c1ccccc1 | 4 | -6 | 5 | -4 | 0.83 | -10 | -5 | 0 | -2
COc1ccc(CCNC(=O)c2cc(-c3cccs3)on2)cc1OC | 6 | -10 | -19 | -3 | -0.48 | -64 | -11 | 0 | -3
Cc1nc2ccc(S(=O)(=O)NCC(=O)N3CCC(C)CC3)cc2s1 | -40 | -37 | -3 | 7 | -0.46 | -26 | -11 | -6 | 1
CCOC(=O)N1CCN(C(=O)CN(C2CCCCC2)S(=O)(=O)c2c(C)cc(C)cc2C)CC1 | 4 | 9 | -1 | -12 | 0.79 | -5 | -7 | 7 | 2
COc1cccc(CNn2cnnc2)c1OCc1ccccc1F | -8 | 17 | 4 | -7 | 0.19 | -15 | -22 | 0 | 5
O=C1OCCC1Sc1ncnc2sc3c(c12)CCC3 (stereo unspecified) | 11 | -6 | 6 | -1 | -0.68 | 22 | -2 | 2 | 6
CC(=O)Nc1ccc(N2C(=O)CC(c3ccccc3)CC2=O)cc1 | -43 | -14 | 24 | -26 | 0.32 | -2 | -8 | -7 | -4
CN(C)S(=O)(=O)c1ccc(C(=O)Oc2ccccc2)cc1 | -23 | -9 | -7 | -20 | -0.31 | -13 | -4 | 4 | 15
Cc1ccccc1Cn1c(CN2CCN(C(=O)c3ccco3)CC2)nc2c1c(=O)n(C)c(=O)n2C | 9 | 10 | 11 | -14 | 0.55 | -13 | -10 | 5 | 0

Three entries out of the list, arranged by length of the SMILES, largest number first:
structure | F-actin modifier | HUVEC tox IL1B | VCAM1 TNFa inh | Plk1 PBD FP | DAT uptake mod | HUVEC tox TNFa | PLK1 kinase inh | Ecoli WT expand | sEH inhibitor
O=C(O)C1CCC(=O)N(C2CC2)C1c1ccccc1 (stereo unspecified) | -25 | 7 | -3 | 25 | -1.2 | 0 | -12 | -5 | 0
O=c1[nH]c(-c2cccnc2)nc2ccccc12 | -12 | 22 | 2 | -4 | -0.21 | -14 | -8 | 6 | -1
COc1ccc(C(=O)NC2CCSC2=O)cc1 (stereo unspecified) | -11 | -34 | -1 | 2 | -0.82 | -13 | -9 | x | 0

More records.
structure | F-actin modifier | HUVEC tox IL1B | VCAM1 TNFa inh | Plk1 PBD FP | DAT uptake mod | HUVEC tox TNFa | PLK1 kinase inh | Ecoli WT expand | sEH inhibitor
O=C(O)c1ccc(Cn2cc(Cl)cn2)cc1 | 16 | 7 | -8 | -17 | -1.1 | -18 | -8 | -14 | -9
Cc1nc2ccccc2n1/N=C/c1ccc([N+](=O)[O-])o1 | 16 | -3 | 18 | 24 | 0.0035 | -12 | -4 | x | 6
Cc1cc(C)c(-c2cc(NC(=O)CSc3n[nH]c(N)n3)n(-c3ccccc3)n2)cc1C | 10 | 9 | 2 | -15 | 3.3* | -24 | -17 | -7 | -6
COc1ccc(-n2c(SCC(N)=O)nc3nc4c(cc3c2=O)COC(C)(C)C4)cc1 | -15 | 21 | 12 | -29 | x | 1 | -19 | 3 | -7

5 entries out of the list above, ordered by the value under VCAM1 TNFa inh, rising:
SMILES	F-actin modifier	VCAM1 TNFa inh	Plk1 PBD FP	DAT uptake mod	PLK1 kinase inh	sEH inhibitor
CCCCC(CC)Cn1c(N)c(C#N)c2nc3ccccc3nc21 (stereo unspecified)	5	-7	4	-0.13	-12	-10
CC(C)COC(=O)n1ccc(C(=O)N2CCCCC2)n1	11	-5	-2	-0.0095	-3	-3
Cc1ccc2nc(-c3ccc(NC(=S)NC(=O)CC(C)C)cc3)sc2c1	-2	16	-5	-0.48	-5	-2
C/C=C(\C)CN1CCN(c2ccccc2)CC1	13	21	-6	0.34	-8	8
CC(=O)Nc1ccc(N2C(=O)CC(c3ccccc3)CC2=O)cc1	-43	24	-26	0.32	-8	-4

Screening results as filed in PubChem.
